Assay outcomes: PubChem BioAssay, several laboratories
HCV NS3 hel inh: inhibitors of HCV NS3 helicase, primary screen, biochemical, Cy5 molecular beacon fluorescence. NS3 helicase DNA unwinding. Hepatitis C virus NS3 helicase. inhibition, % at 10.9 µM. AID 1800, 2009. 290,000 compounds, 0.56% hits;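 active means inhibition above the mean of all tested compounds plus 3 SD, set per campaign, cut at about 35% in these data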;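 further: 0% = DMSO wells and 100% = thioflavine S control wells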
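System: NS3 helicase fragment of HCV / Schedule: 1 h at 25 °C / Control set: DMSO alone as 0% and 110 µM thioflavine S as 100% / Reagent: Cy5/quencher beacon DNA duplex and ATP to start / Technique: Cy5 fluorescence / Replication: singlicate / Evaluation: % inhibition of end-to-start signal ratio versus controls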
IMP-1 inh: IMP-1 metallo-beta-lactamase inhibitors, primary screen, biochemical, epi-absorbance readout, Pseudomonas aeruginosa enzyme; purified IMP-1, nitrocefin hydrolysis, epi-absorbance fluorescence; inhibition, % at 5.6 µM; 290,000 compounds, 0.45% hits; AID 1556, 2009;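 active means inhibition above the mean plus 3 SD of all compounds in the same screening run, cut at about 4.5% in these data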;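 further: 0% = IMP-1 with DMSO and 100% = DMSO wells lacking enzyme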
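Material – recombinant IMP-1 enzyme, purified · Amount – IMP-1 0.2 nM before substrate addition · Medium – HEPES buffer pH 7.1 with ZnSO4 and Brij 35 · Timing – 25 °C, 15 min preincubation, 25 min reaction · Measured by – plate fluorescence quenching by hydrolysis product, ex 480/em 530 nm · Read-out – percent enzyme inhibition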
UBC9 SUMO inh: inhibitors of in vitro SUMOylation cascade, primary screen, biochemical, HTRF, uHTS. SUMO-conjugating enzyme UBC9 (Homo sapiens), P63279. HTRF SUMOylation assay, SAE1/SAE2 + UBC9. inhibition, % at 35 µM. 290,000 compounds, 0.36% hits; in the data active means inhibition above about 50%, passing the limit was not always enough; further: strong numbers were not always called active
MEKK3 PB1 HTS: modulators of MEKK3-MEK5 PB1 binding, primary screen, biochemical, wildtype MEKK3, multiplex bead flow cytometry, Alexa488-MEK5. Mitogen-activated protein kinase kinase kinase 3 (Homo sapiens), Q99759. bead-based flow cytometry, Alexa488-MEK5 binding to MEKK3; actives lie on both sides; 0 = blocked by unlabeled MEK5, 100 = vehicle. binding response (% of control), % at 10 µM. 290,000 compounds, 1.4% hits;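 active means binding response more than 3 SD above or below the average of its plate-row segment, actives on both sides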;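 further: Alexa488 bead fluorescence after subtracting the streptavidin-only scavenger bead signal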
PHOSPHO1 inh: PubChem AID 1565. recombinant PHOSPHO1, absorbance phosphatase assay. inhibition, % at 13.3 µM. 290,000 compounds, 1.1% hits; in the data active means inhibition above about 60%
IDE cell activ: human IDE activators in live cells, primary screen, fluorescence polarization, HEK cells, FAbeta-B substrate; Insulin-degrading enzyme (Homo sapiens), P14735; FAbeta-B cleavage; 0% vehicle, 100% cell-free pure enzyme wells; activation, % at 5.96 µM; 340,000 compounds, 0.073% hits; AID 493087, 2011;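 active means activation above the mean of all tested compounds plus 3 SD, set per screening campaign, cut at about 17% in these data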
p-CIP stab down: p/CIP-EGFP fusion destabilizers, primary screen, fluorescence, F442A cells; Q05BA5; 16 h; decrease of EGFP signal, % at 10 µM; 290,000 compounds, 0.01% hits; AID 1984, 2009;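 active means EGFP signal decrease of at least 30% at 10 µM or well 3 SD below plate mean, unless failing retest; inactive means the rest, including hits failing retest or dose response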; further: some compounds called inactive have numbers as strong as hits; many of its hits are not listed in these tables
Target sequence (Q05BA5 1-1403): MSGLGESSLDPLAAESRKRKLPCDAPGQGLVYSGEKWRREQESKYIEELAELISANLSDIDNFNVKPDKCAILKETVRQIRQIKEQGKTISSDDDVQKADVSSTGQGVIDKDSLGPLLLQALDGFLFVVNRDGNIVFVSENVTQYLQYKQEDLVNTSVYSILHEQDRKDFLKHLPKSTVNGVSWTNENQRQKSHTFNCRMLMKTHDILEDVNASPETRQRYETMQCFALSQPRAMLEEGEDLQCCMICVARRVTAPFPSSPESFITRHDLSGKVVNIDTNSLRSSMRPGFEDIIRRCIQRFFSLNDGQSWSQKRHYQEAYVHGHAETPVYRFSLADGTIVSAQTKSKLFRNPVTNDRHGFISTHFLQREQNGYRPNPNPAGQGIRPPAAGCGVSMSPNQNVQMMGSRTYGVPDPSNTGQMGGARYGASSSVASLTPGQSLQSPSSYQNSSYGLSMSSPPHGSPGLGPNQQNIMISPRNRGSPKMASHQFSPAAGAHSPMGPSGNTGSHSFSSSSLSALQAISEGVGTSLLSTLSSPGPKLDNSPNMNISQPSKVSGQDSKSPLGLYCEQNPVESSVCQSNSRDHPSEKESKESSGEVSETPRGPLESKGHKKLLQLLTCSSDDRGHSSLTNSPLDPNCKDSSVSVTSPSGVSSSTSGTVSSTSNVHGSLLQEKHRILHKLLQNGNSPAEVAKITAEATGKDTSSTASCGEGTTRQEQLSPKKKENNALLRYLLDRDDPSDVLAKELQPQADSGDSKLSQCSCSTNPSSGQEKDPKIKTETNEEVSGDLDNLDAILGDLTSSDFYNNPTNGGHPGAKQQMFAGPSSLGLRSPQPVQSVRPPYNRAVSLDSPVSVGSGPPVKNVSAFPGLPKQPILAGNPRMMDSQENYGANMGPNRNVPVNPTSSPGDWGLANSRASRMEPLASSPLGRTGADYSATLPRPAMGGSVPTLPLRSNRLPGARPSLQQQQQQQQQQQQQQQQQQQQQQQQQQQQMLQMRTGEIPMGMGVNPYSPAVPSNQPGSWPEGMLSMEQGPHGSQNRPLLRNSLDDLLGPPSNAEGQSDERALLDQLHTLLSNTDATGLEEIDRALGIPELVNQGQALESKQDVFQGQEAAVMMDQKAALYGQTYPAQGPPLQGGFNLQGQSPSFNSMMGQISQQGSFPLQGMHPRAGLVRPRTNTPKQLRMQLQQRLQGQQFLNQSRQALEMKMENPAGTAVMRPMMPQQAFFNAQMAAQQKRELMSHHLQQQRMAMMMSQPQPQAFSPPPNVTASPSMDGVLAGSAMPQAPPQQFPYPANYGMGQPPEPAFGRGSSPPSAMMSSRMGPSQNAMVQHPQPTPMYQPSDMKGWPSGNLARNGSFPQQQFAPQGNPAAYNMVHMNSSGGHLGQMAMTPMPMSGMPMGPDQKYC
VIM-2 inhibitor: VIM-2 metallo-beta-lactamase inhibitors, primary screen, biochemical, epi-absorbance readout, Pseudomonas aeruginosa enzyme | purified VIM-2, nitrocefin hydrolysis, epi-absorbance fluorescence | inhibition, % at 5.6 µM | 290,000 compounds, 0.89% hits | AID 1527, 2009;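 active means inhibition above the mean of all tested compounds plus 3 SD, cutoff set per screening run, cut at about 7.5% in these data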;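 further: red hydrolysis product quenches plate fluorescence so inhibitors raise well fluorescence; 0% = enzyme with DMSO and 100% = DMSO without enzyme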
DNA FID counter: compounds displacing fluorescent DNA intercalator, primary screen, artefact control for HCV NS3 helicase inhibitor project, biochemical, FID fluorescence; DNA fluorescent intercalator displacement; inhibition, % at 7.9 µM; 290,000 compounds, 0.17% hits; AID 1845, 2009; in the data active means inhibition above about 37%;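 further: 0% = vehicle and 100% = reference compound; higher means more ethidium bromide displaced from hairpin DNA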
Starred values were filed as active, the others as inactive; / = no result given; & = joins results of further samples; [ ] = another dose, or the depositor's remark. A portion of the library; count on the stated rates, not on these rows.

Second line of a record – HCV NS3 hel inh, IMP-1 inh, UBC9 SUMO inh, MEKK3 PB1 HTS, PHOSPHO1 inh, IDE cell activ, p-CIP stab down, VIM-2 inhibitor, DNA FID counter
- O=C(COc1ccc(Cl)cc1)N1CCN(c2cccc(C(F)(F)F)c2)CC1
 : -3, -3.4, -6, 102, 7, 4, 0, -0.1, -27
- CC1=C(C(=O)OC(C)C)C(c2ccc(F)cc2)NC(=O)N1 (stereo not given)
 : 4, 1.7, -7, 96, -7, 1, 9, -2.9, -5
- CCOC(=O)/C(C#N)=C\c1c(OCC)n(CC)c2ccccc12
 : -3, -1.8, 2, 134*, 12, -1, -10, -2.2, -9
- COc1ccc(CN=CC2=C(O)CNC2=O)cc1OC
 : 3, -5.5, 6, 97, 6, -7, 0, -1.7, 1
- O=C(CSCc1ccc(F)cc1)NCc1ccc(F)cc1
 : 15, -4.0, 4, 102, -3, -1, 5, -3.6, -8
- CC(=O)N/C(=C/c1ccc(OS(=O)(=O)c2ccc(C)cc2)cc1)C(=O)Nc1ccc(C(=O)O)cc1
 : 9, -2.3, 13, 99, -7, 4, 10, -2.7, -34
- CC(=O)N1CCc2cc(C(=O)CN3CCC(C)CC3)ccc21
 : -3, -3.1, 16, 103, -13, -3, -20, -3.7, -5
- Cc1ccc(CCNC(=O)C2CCN(C(=O)N(C)C)CC2)cc1
 : 4, 3.2, -6, 92, 13, -1, -2, -0.9, 2
- COCc1cc(N2CCOCC2)nc(-c2ccccc2)n1
 : 0, -1.6, -8, 101, 40, 3, 10, 0.3, 1
- O=C(N/N=C/c1ccco1)c1cc(-c2ccc(Cl)cc2)n[nH]1
 : -4, -2.8, 18, 105, 23, 3, -9, -5.1, -9
- CCN1CCN(CCCOc2ccccc2-c2ccccc2)CC1
 : -13, -1.8, 1, 108, 45, -3, -3, -3.9, 30
- CC1=NN(C(=O)c2ccccc2C)C(O)(c2ccc(Cl)cc2)C1 (stereo not given)
 : 5, 0.2, 4, 95, 25, 1, -4, -2.1, -9
- CCCn1c(CNC(=O)Cc2ccccc2)nc2ccccc21
 : -1, -0.9, 8, 32*[inhibitor], 35, 0, -19, -1.1, -10
- NNc1nc(-c2ccccc2Cl)nc2ccccc12
 : 2, -1.4, -7, 101, 25, 0, 9, 1.9, 7
- CCOc1cc(CNC(=O)CCCn2c(=O)c3cccn3c3cccnc32)cc(OCC)c1OCC
 : -9, -2.8, 16, 100, 42, 6, -5, 0.1, -52
- CCCC(=O)Nc1ccc(C(=O)NNC(=O)COc2ccc(Br)c(C)c2)cc1
 : -4, -1.5, 23, /, -3, 2, -8, 0.4, -6
- Cc1ccccc1Cc1c(C)nc2nc(SCC(=O)NCc3ccco3)nn2c1C
 : 20, -2.8, -9, 116, 28, 1, -3, -3.3, -17
- COc1ccc(-c2nnc(Nc3ccc(CC(N)=O)cc3)c3ccccc23)cc1
 : -5, 0.7, -1, 104, -9, 7, 0, -0.5, -5
- CC(=O)c1ccc(S(=O)(=O)N2CCN(S(=O)(=O)c3ccccc3C(F)(F)F)CC2)cc1
 : 9, -1.3, 21, 106, 33, 3, -5, -0.1, -13
- COC(=O)COc1ccc(S(=O)(=O)N2CCN(c3ccc(F)cc3)CC2)cc1
 : -11, -4.1, 11, 90, -14, -1, -7, -2.2, -8
- CCCCC(=O)Nc1cccc(NC(=S)NC(=O)C(C)C)c1
 : 5, -5.0, 0, 103, 51, -1, 4, -3.8, -16
- O=C(CSc1ncnc2nc[nH]c12)N1CCN(c2ccc(Cl)cc2)CC1
 : 2, -3.2, 21, 98, 13, -9, -14, -1.1, -24
- COc1ccc(C(=O)CSc2nnc(-c3ccccn3)n2Cc2ccco2)cc1
 : 8, -3.5, 14, 103, 43, 2, -15, -3.5, -10
- Nc1nc(NCC(=O)O)nc(NC2CCCCC2)c1[N+](=O)[O-]
 : 10, -2.5, 13, 108, 11, 5, -6, -2.5, -9
- Cc1ccc(-c2cc(-c3ccc(F)cc3)nc(N)c2C#N)o1
 : 6, 0.5, 11, 106, -3, 0, -10, -3.6, -7
- CCCCOC(=O)NC1(C)CCS(=O)(=O)C1 (stereo not given)
 : 4, -2.4, 10, 81, -7, 7, -3, -3.4, 0
- Nc1ccc(C(=O)Nc2ccco2)cc1
 : -5, -3.1, -3, 124, 18, -1, 8, -1.9, -3
- O=C(CNC(=O)c1cccc(F)c1)N/N=C/C=C/c1ccccc1
 : -1, -3.5, -5, 104, 5, 3, 8, -3.1, -7
- Cc1cccc(OCC(=O)NCCCNC(=O)c2ccc(C)nc2)c1
 : 9, -4.4, 4, 94, 32, 5, -9, -3.6, -17
- CC(C1CC1)N(Cc1ccccc1)C(=S)Nc1cccc(C(F)(F)F)c1 (stereo not given)
 : 2, -2.7, 8, 103, -2, 2, -5, -2.1, -2
- COc1ccc(Oc2ccccc2/C=N/O)cc1
 : 3, -1.9, 30, 92, 6, 2, -10, -1.3, -5
- COCCN1C(=O)C(=O)/C(=C(/O)c2ccc3c(c2)OCCO3)C1c1ccc(C(=O)OC)cc1 (stereo not given)
 : 19, -1.8, 8, 100, 7, 7, -5, 0.5, -14
- O=C(NC1CCCC1)C1CCN(C(=O)c2ccc(-c3ccccc3)cc2)CC1
 : -2, -2.1, -10, 99, 32, -6, -16, -0.1, -20
- Cc1ccc(NN2C(=O)C=CC2=O)cc1
 : -20, -5.8, 1, 102, 1, 0, 1, -1.9, -3
- O=C(NCC1CCCO1)c1ccc(NS(=O)(=O)c2cccc([N+](=O)[O-])c2)cc1 (stereo not given)
 : -5, -1.8, 11, 103, 32, 5, -3, -4.1, 0
- O=C(Nc1ccccc1F)c1cc2c(s1)-c1ccccc1S(=O)(=O)C2
 : -7, -1.5, 24, 96, 13, 3, 6, -0.4, 1
- CCOC(=O)N1CCc2c(sc3nc(SC(C)C)n(N)c(=O)c23)C1
 : 8, -3.6, 5, 96, -44, -4, -25, -3.0, -23
- O=C(NC1CCS(=O)(=O)C1)/C(=C\c1ccco1)NC(=O)c1ccccc1 (stereo not given)
 : -9, -1.6, 10, 99, 11, 3, -333, 0.0, -5
- COC(=O)c1cccc(Nc2cc(C)nc(-c3ccccc3O)n2)c1
 : -6, -2.1, 4, 105, -3, 9, -7, -1.4, 1
- COc1cc(CCC(=O)N2CC(C)OC(C)C2)cc(OC)c1OC (stereo not given)
 : 3, -2.7, 15, 102, 14, -3, -12, -2.8, -6
- CC1=C(C(=O)Nc2ccccc2)C(c2ccco2)NC(=O)N1 (stereo not given)
 : 6, 1.2, /, 94, /, -3, /, -2.6, -2
- CCn1nnc(NC(=S)NC(=O)c2ccc(-c3cccc(Cl)c3)o2)n1
 : -2, -3.9, 4, 99, 17, /, -7, -2.1, -16
- CCOC(=O)c1ccc(NC(=O)c2ccc(OC(C)C)c(OC)c2)cc1
 : -5, -1.9, -4, 107, 42, -11, -12, -2.2, -24
- CC(Nc1cccnc1)=C(C#N)C#N
 : -1, 0.3, -22, 98, -118, 2, -3, -3.4, -1
- O=C(Nc1ccc2oc(-c3ccc4ccccc4c3)nc2c1)c1ccc2c(c1)OCCO2
 : 5, -2.6, 55*, 104, 23, -2, -4, -1.0, -1
- COc1ccc(CCNC(=O)C(=O)NCC2OCCN2S(=O)(=O)c2ccc(C)cc2)cc1OC (stereo not given)
 : 2, -1.5, 0, 96, 20, 4, -14, -3.6, -46
- CCC1(C)Cc2c(C#N)c(N)n(-c3ccccc3)c(=O)c2CO1 (stereo not given)
 : 5, -0.3, 11, 92, 10, 7, -1, 0.9, 2
- O=C(C1CCCN(Cc2ccccc2Cl)C1)N1CCCCC1 (stereo not given)
 : 2, -1.6, 4, 103, 48, -4, -3, -2.2, -3
- O=c1cc(-c2ccccc2)c2c(O)cc(O)cc2o1
 : -10, -1.7, 7, 102, 3, 1, -5, 0.1, -4
- COc1ccc(CCNC(=O)C(=O)NCC2OCCN2S(=O)(=O)c2ccc(Cl)cc2)cc1OC (stereo not given)
 : -15, -3.4, 12, 102, 20, 2, -17, -1.9, -40
- Cc1nnc(SCC(=O)N2c3ccccc3C(C)(c3ccccc3)CC2(C)C)s1 (stereo not given)
 : -7, -2.0, -15, 97, -17, -3, 3, 0.2, -35
- Cc1nn(CC#N)c(=O)n1-c1ccccc1F
 : 1, 2.3, 11, 98, -4, 3, -7, -2.5, 3
- CC(C)Oc1ccc2c(=O)c(-c3ccccc3)coc2c1
 : -4&-14, -0.8&-1.7, 12&2, 61&104, -26&28, 2, -10&-13, -1.1&0.0, -14&-13
- COc1ccc(CCNC(=O)/C=C/c2ccco2)cc1OC
 : 11, -4.9, 6, 105, 34, 2, -6, -2.5, -19
- COc1cccc(NC(=O)Cn2c(CCC(=O)O)ccc2-c2cccs2)c1
 : 8, -2.5, 6, 94, -28, 0, 5, 1.7, -18
- CCN(C(=O)c1cccc(Br)c1)c1ccccc1
 : 5, -3.3, -6, 99, -3, 4, -4, -1.5, -4

3 compounds already listed, sorted by SMILES length, largest number first:
Second line of a record – HCV NS3 hel inh, IMP-1 inh, UBC9 SUMO inh, MEKK3 PB1 HTS, PHOSPHO1 inh, IDE cell activ, p-CIP stab down, VIM-2 inhibitor, DNA FID counter
- O=C(N/N=C/c1ccco1)c1cc(-c2ccc(Cl)cc2)n[nH]1
 : -4, -2.8, 18, 105, 23, 3, -9, -5.1, -9
- O=C(CNC(=O)c1cccc(F)c1)N/N=C/C=C/c1ccccc1
 : -1, -3.5, -5, 104, 5, 3, 8, -3.1, -7
- CC1=C(C(=O)OC(C)C)C(c2ccc(F)cc2)NC(=O)N1 (stereo not given)
 : 4, 1.7, -7, 96, -7, 1, 9, -2.9, -5
